Mito fusion act: qHTS Assay for Small Molecule Inhibitors of Mitochondrial Division or Activators of Mitochondrial Fusion. S. cerevisiae fusion-defective mutant growth rescue, CellTiterGlo 48 h. AID 485298, 2010. 0.23% of 320,000 active. Potency, µM (highest dose often 46.1 µM), inactives show top-dose growth rescue (activation), hits mostly activators;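 note: potency is the fitted concentration of half-maximal effect; % of control where 0% means no effect; nearly all actives have a fitted effect of over 45% in size; temperature-sensitive fusion mutants such as fzo1-1 at 37 °C on non-fermentable ethanol glycerol medium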
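Yeast fusion mutant, YPEG (non-fermentable carbon), compound, 48 h at 37C non-permissive; CellTiterGlo added, 10 min RT, luminescence read. Rescued growth = division inhibition.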
TSG101-PTAP inh: qHTS Assay for Iinhibitors of HIV-1 Budding by Blocking the Interaction of PTAP/TSG101; Tumor susceptibility gene 101 protein (Homo sapiens), Q99816; Fluorescence polarization, FITC-PTAP peptide / Tsg101 binding; Potency, µM (titrated, usually from 115 µM), for inactives: at the top dose activity change, negative = inhibition, most hits filed as inhibitors; 340,000 tested, under 10 active; AID 493005, 2010; active = well fitted inhibition curve with a large enough effect in the main read-out, with a control signal flat, not every such curve was filed as active; inconclusive = small, poorly fitted or top-dose-only effect, or effect the other way, or a change in a side signal; inactive = no such curve, though single readings can be large or run the other way; note: potency is the fitted concentration of half-maximal effect; % of control where 0% means no effect
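Fluorescence anisotropy tracks displacement of a FITC-tagged PTAP peptide (50 nM) from the Tsg101 binding domain (10 uM), following a 20 min room-temperature incubation at pH 7.5.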
Eya2 inh: qHTS Assay for Inhibitors of the Phosphatase Activity of Eya2 | Protein phosphatase EYA2 (Homo sapiens), O00167 | recombinant Eya2, OMFP fluorescence dephosphorylation (OMFP is methylfluorescein phosphate) | Potency, µM (top dose mostly 76.9 µM), inactives show at the top dose activity, negative = inhibition, actives largely listed as inhibitors | 0.006% of 330,000 active | AID 488837, 2010; note: potency is the fitted concentration of half-maximal effect; % is set by controls: 0 for no effect and ±100 for the full control effect
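Eya2 protein (added as 0.2 uM solution) was preincubated with compound for 10 min at ambient temperature in 50 mM HEPES pH 7.5, 50 mM NaCl, 5 uM MgCl2, 0.05% BSA, 1 mM DTT. OMFP (added at 50 uM) then reacted 10 min; fluorescence read at 485/525 nm.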
TCR activator: Activators of T cell receptors: qHTS campaign; primary human leukocytes, anti-CD3, IL-2 HTRF, 48 h; Potency, µM (series often up to 9.22 µM), for inactives: at the highest dose activation of IL-2 secretion, usual class: activators; 330,000 tested, under 10 active; AID 504894, 2011; note: % of control where 0% means no effect
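Compounds are tested in HTS on primary human leukocytes co-incubated with a-CD3 beads for 48 hr. IL-2 output is measured by time-resolved FRET.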
TSHR antag: Antagonists of the Thyroid Stimulating Hormone Receptor: HTS campaign | activity change, negative = inhibition, % at 11.5 µM | Thyrotropin receptor (Homo sapiens), P16473 | TSHR-expressing cells, TSH-stimulated cAMP HTRF, 2 h; hits give low values | 0.2% of 330,000 active;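 active = activity change below a set negative limit, meaning inhibition stronger than a set level, cut at about -70% in these data; inconclusive = activity change between two set negative limits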; note: % is set by controls: 0 for no effect and ±100 for the full control effect
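Competitive HTRF cAMP read-out (cryptate anti-cAMP antibody, cAMP-d2; 30 min, room temperature) in freshly harvested TSHR cells. Compounds added before TSH at EC80 (4nM final), followed by 2 hours' incubation at 37 deg C.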
Tb PFK block: qHTS Assay to Find Inhibitors of T. brucei phosphofructokinase. ATP-dependent 6-phosphofructokinase (Trypanosoma brucei brucei), O15648. T. brucei PFK, ADP-Glo luminescence. Potency, µM (series often up to 57.5 µM), without a hit: at the highest dose activity, negative = inhibition, hits mostly inhibitors. 0.17% of 330,000 active;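 note: potency is the fitted concentration of half-maximal effect; 0% = uninhibited 1x PFK enzyme wells and -100% = no-enzyme wells; nearly all actives have a fitted effect of over 60% in size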
Target sequence (O15648 whole entry, looked up): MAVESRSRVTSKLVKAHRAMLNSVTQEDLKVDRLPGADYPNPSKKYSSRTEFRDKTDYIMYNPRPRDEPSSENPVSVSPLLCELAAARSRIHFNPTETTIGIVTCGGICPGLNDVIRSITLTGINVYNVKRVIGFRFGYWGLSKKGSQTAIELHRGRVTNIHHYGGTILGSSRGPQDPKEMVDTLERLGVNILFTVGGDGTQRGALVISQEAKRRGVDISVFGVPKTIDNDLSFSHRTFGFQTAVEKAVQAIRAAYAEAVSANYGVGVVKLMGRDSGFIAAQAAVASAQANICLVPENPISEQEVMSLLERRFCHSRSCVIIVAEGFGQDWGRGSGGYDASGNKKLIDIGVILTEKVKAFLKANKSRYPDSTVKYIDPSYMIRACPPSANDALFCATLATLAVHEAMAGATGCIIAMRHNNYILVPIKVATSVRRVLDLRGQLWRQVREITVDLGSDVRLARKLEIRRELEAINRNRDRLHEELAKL
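1.25 nM PFK with 0.5 mM F6P and 0.1 mM ATP in 0.1 M TEA pH 8.0, 5 mM MgCl2, incubated 45 min at room temperature; ADP measured by ADP-Glo luminescence; compounds titrated up to 57 uM.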
AT treatment: qHTS Assay for Identifying a Potential Treatment of Ataxia-Telangiectasia. Potency, µM (series often up to 57.5 µM), for the others: at the top dose activation, hits mostly activators. 0.19% of 320,000 active. […] A-T fibroblasts, KAP-1 phosphorylation AlphaLISA; neocarzinostatin DNA damage 30 min before lysis; note: potency is the fitted concentration of half-maximal effect; % of control where 0% means no effect; nearly all actives have a fitted effect of over 45% in size
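hTERT-immortalized A-T patient fibroblasts ([…]), 500 cells/well in OPTI-MEM, 1% FBS, got compounds for 60 min, then NCS for 30 min at 37C. Lysates were then assayed for phospho-KAP-1 by AlphaLISA (anti-pKAP1 donor, anti-KAP1 acceptor beads), 6 hr at 25C.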
ELG1 repair inh: qHTS screen for small molecules that inhibit ELG1-dependent DNA repair in human embryonic kidney (HEK293T) cells expressing luciferase-tagged ELG1; 2.3% of 330,000 active; HEK293T ELG1-luciferase reporter, luminescence, 16 h; DNA damage induced by 5-fluorouridine; Potency, µM (top dose mostly 46.1 µM), without a hit: at the highest dose activity change, negative = inhibition, usual class: inhibitors; AID 504467, 2011; note: potency is the fitted concentration of half-maximal effect; % is set by controls: 0 for no effect and ±100 for the full control effect; nearly all actives have a fitted effect of over 55% in size
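Quantitative HTS, concentration-response format. 2,000 cells/well co-treated with 5-fluorouridine and compound, 16 hr in 5% CO2 at 37 °C; ONE-Glo luminescence read after 30 min.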
Chronic BCR inh: qHTS Assay to Find Inhibitors of Chronic Active B-Cell Receptor Signaling | ABC-DLBCL IkBa-CBG/CBR reporter, luminescence ratio, 4 h | Potency, µM (series often up to 46.1 µM), inactives show at the top dose ratio change, negative = lower green/red ratio, actives largely listed as inhibitors | 0.05% of 340,000 active | AID 493014, 2011; active = well fitted inhibition curve with a large enough effect in the signal ratio, with a control signal flat, not every such curve was filed as active; inconclusive = small, poorly fitted or top-dose-only effect, or effect the other way, or a change in a side signal; the % refers to the signal ratio;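 note: potency is the fitted concentration of half-maximal effect; plate controls were basal doxycycline-induced cells for no effect and cells given 10 µM MG132 for full effect; MG132 reads +100%, hits lower the ratio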
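Cell line TMD8 (human ABC DLBCL), stably expressing tet-inducible CBG68-IkBa fusion and CBR; IMDM/0.5% FBS; cpd up to 46 uM; dox induction, 4 h, 37C/5% CO2; dual luminescence; green/red ratio; MG132 control.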
a7 integrin act: qHTS for Activators of Integrin-Mediated Alleviation for Muscular Dystrophy. alpha7betagal myoblasts, beta-gal FDG fluorescence, 48 h. Potency, µM (titrated, usually from 38.3 µM), inactives show at the highest dose activation, usual class: activators. 0.064% of 350,000 active;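 note: potency is the fitted concentration of half-maximal effect; 100% = response of the positive control SU9516; nearly all actives have a fitted effect of over 60% in size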
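Alpha7betagal+/- myoblasts (passage 13) were plated 16-24 hr, then exposed to compounds (1:260 dilution of DMSO stock) for 48 hours at 37C. After MPER lysis, β-galactosidase reporter activity was read as FDG fluorescence (ex 480/em 540) after 30 minutes.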
ASM inhibitor: Inhibitors of Secretory Acid Sphingomyelinase (S-ASM): qHTS; 0.006% of 340,000 active; Sphingomyelin phosphodiesterase (Homo sapiens), P17405; AID 504937, 2011; placental ASM, HMU-PC fluorogenic substrate, 60 min; Potency, µM (doses to about 57.5 µM), for the others: at the highest dose activity change, negative = inhibition, hits mostly inhibitors; note: potency is the fitted concentration of half-maximal effect
Target sequence (P17405 47-631 limits assumed): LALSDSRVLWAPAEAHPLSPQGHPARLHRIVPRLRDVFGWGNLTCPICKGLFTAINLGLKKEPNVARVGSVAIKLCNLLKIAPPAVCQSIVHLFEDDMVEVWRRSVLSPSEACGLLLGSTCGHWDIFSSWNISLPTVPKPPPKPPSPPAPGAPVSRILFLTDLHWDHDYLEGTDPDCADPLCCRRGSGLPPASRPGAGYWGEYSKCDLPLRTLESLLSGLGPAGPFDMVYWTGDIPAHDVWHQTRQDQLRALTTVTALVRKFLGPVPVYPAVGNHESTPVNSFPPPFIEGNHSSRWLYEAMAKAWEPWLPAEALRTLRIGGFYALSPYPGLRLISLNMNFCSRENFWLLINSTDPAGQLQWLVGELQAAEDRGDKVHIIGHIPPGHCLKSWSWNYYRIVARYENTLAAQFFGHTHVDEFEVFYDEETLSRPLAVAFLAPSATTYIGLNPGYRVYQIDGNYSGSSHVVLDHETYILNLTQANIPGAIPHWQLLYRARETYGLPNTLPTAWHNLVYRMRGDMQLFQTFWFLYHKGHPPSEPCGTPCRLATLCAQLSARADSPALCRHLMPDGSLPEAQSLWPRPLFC
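HMU-PC0 cleavage (9 uM final) by human placental ASM, 60 min at 37 °C following 10 min compound exposure at RT; stopped at pH 10, fluorescence Ex 386/Em 447 nm.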
The depositor's hits bear a star; u = inconclusive; x = not tested or not shown; [ ] = remark or other dose. Unless noted, calls come from the whole dose curve; as a rule, active = well fitted curve in the direction sought with a large enough effect; inconclusive = small, poorly fitted or top-dose-only effect, or another doubt; inactive = no such curve, though single readings can be large; an effect the other way counts as inactive or inconclusive. Compounds as they come, and some 3.2% of all compounds hit somewhere here.

SMILES | Mito fusion act | TSG101-PTAP inh | Eya2 inh | TCR activator | TSHR antag | Tb PFK block | AT treatment | ELG1 repair inh | Chronic BCR inh | a7 integrin act | ASM inhibitor
CNC(=O)CC1C(=O)N(c2ccc(F)cc2)C(=S)N1NC(=O)c1ccc(Br)cc1 (stereo not drawn) | 23% | -4% | -3% | 0% | 14 | 10% | 4% | 0% | u | 16% | -6%
CC(C)NC(=O)N(C)C[C@H]1Oc2ccc(NS(=O)(=O)c3cccs3)cc2C(=O)N([C@H](C)CO)C[C@@H]1C | x | 5% | -30% | 6% | 21 | 2% | 1% | 12% | -3% | 10% | 6%
Cc1cccc(Nc2nc(NCc3ccco3)c3ccccc3n2)c1 | 9% | 3% | -9% | -2%[46.1 µM] | -13 | -4% | -1% | u | -10% | -51%[inhibitor] | -20%
COc1c(C)cc(C(=O)C2CCCN(C(=O)c3ccc4[nH]ccc4c3)C2)cc1C (stereo not drawn) | -2% | -3% | u | 0% | -9 | 4% | 1% | u | -10% | -22% | -4%
Cc1ccc(F)c(CNC(=O)C2CCC(=O)N(CCCN3CCCC3=O)C2)c1F (stereo not drawn) | -1% | 0% | 13% | -11% | -1 | -4% | 7% | 3% | -1% | 0% | 2%
Cc1ccc(S(=O)(=O)N2CCN(CC(=O)N3CCCC3)CC2)c(C)c1 | x | -4% | -21% | -2% | x | -2% | 1% | u | -3% | -16% | -1%
COc1ccc(S(=O)(=O)N2CCCCC2)cc1NC(=O)c1ccc(=O)[nH]c1 | 0% | -2% | -9% | 7% | 4 | -6% | 2% | 20% | 2% | -3% | -1%
CCc1ccc(N2C(=O)CC(c3ccc(F)cc3)C3=C2COC3=O)cc1 (stereo not drawn) | -2% | x | -22% | x | 18 | -1% | 2% | -20% | 1% | x | x
Cc1ccc(S(=O)(=O)N(C)C[C@@H]2Oc3c(NC(=O)C4CC4)cccc3C(=O)N([C@@H](C)CO)C[C@@H]2C)cc1 | x | 0% | -21% | 5% | -3 | 6% | -1% | 9% | 2% | 1% | -3%
CCCC(=O)N(CCN(Cc1ccccc1)C(=O)CCC)Cc1ccccc1 | 1% | -5% | -1% | 4% | 0 | -3% | -2% | u | u | -14% | 1%
Cc1ccc2nc3c(c(Nc4cccc(O)c4)c2c1)CCC3 | -3% | 0% | 4% | -4% | -8 | 4% | 6% | -17% | u | -42% | -6%
CCOC(=O)CNc1nc(C#N)nc(N2CCOCC2)n1 | -5% | -3% | -2% | -3% | -6 | -2% | -1% | -8% | -3% | -14% | 3%
CCOC(=O)N1CCC(N2C(=O)c3ccc(C(=O)O)cc3C2=O)CC1 | 0% | 0% | -1% | 0% | 2 | 2% | 3% | 0% | 0% | 36% | 4%
O=C(Nc1cccc(NC(=O)c2cccs2)c1)c1ccc2c(c1)OCCO2 | -4% | -11% | u | -2% | -4 | -1% | 0% | 10% | u | -29% | -11%
N#Cc1nc(-c2ccc(OCc3ccccc3)cc2)oc1NCc1cccnc1 | 3% | -5% | 0% | -8% | -22 | 3% | 21% | u | u | -40% | -1%
CN(C)c1ccccc1C(=O)N1CCCC(C(=O)c2ccc3ccccc3c2)C1 (stereo not drawn) | 11% | 2% | 2% | 1% | -2 | 2% | 8% | u | -1% | -67%[inhibitor] | -8%
CC1=C(C(=O)OCC(C)C)C(c2ccsc2)C2=C(CCCC2=O)N1 (stereo not drawn) | 12% | 0% | -15% | -3%[46.1 µM] | -4 | 0% | 5% | 0% | 4% | -20% | 149%[activator]
Cc1nnc(-c2cccc(Br)c2)c2cn(-c3ccccc3)nc12 | -2% | -4% | 19% | -1% | -9 | 1% | 6% | -5% | u | 11% | -7%
Cc1ccc(-c2c(C(=O)N/N=C/c3ccc(OC(C)C)cc3)nnn2-c2nonc2N)cc1 | -17% | -6% | 1% | -3% | -14 | 0% | -3% | 15% | 20% | -11% | -10%
O=C(Nc1ncccc1O)c1cccc(S(=O)(=O)N2CCCC2)c1 | 0% | 0% | 1% | 0% | -3 | -1% | 4% | 8% | -1% | 2% | x
COc1cccc(C(c2c(NC(=O)c3ccccc3)sc(C)c2C)N2CCN(C)CC2)c1 (stereo not drawn) | 3% | 2% | 3% | -8%[46.1 µM] | 9 | 4% | 5% | -1% | 3% | 11% | -1%
CCOC(=O)c1sc(-c2ccc(F)cc2)cc1N | -9% | -8% | -4% | x | -11 | 3% | 4% | u | u | 15%[7.66 µM] | 35%[activator]
CCOc1ccc(C2C(C(=O)c3ccco3)=C(O)C(=O)N2Cc2cccnc2)cc1 (stereo not drawn) | 3% | 2% | 9% | 0% | -6 | -1% | 5% | 0% | u | 8% | 0%
COc1cccc(CCNC(=O)CC2C(=O)NCCN2Cc2ccc(Cl)c(F)c2)c1 (stereo not drawn) | 5% | -1% | -11% | -1% | -4 | 2% | 1% | 9% | -6% | 15% | 0%
Cc1nn(-c2ccccc2)c(Cl)c1/C=C/C(=O)c1ccccc1 | 0% | -3% | -6% | 3% | -15 | 0% | 17% | u | u | -38% | -4%
C=CCn1c(=N)c(S(=O)(=O)c2ccc(C)c(C)c2)cc2c(=O)n3ccccc3nc21 | 3% | u | 18% | 4% | -4 | -2% | -3% | 10% | 8% | 13% | 24%
COC(=O)c1cc(NC(=O)CCc2c(C)nc3ncnn3c2C)cc(C(=O)OC)c1 | 0% | -4% | -38% | 1% | -5 | 2% | 2% | -11% | -2% | 1% | -1%
Cc1ncc(CN2CCCC(C(=O)Nc3ccc(-c4cccc(F)c4)cc3)C2)cn1 (stereo not drawn) | 0% | -5% | -6% | -4% | -18 | 3% | 3% | 1% | -9% | 12% | -3%
CCN(CC)S(=O)(=O)c1ccc(Cl)c(C(=O)Nc2nncs2)c1 | 7% | 0% | -3% | 21% | -9 | 25% | -8% | 6% | 8% | 13% | 1%
Cc1cccc(-c2noc(CCc3ccccc3)n2)c1 | -1% | 0% | 5% | 3% | 8 | -4% | 19% | u | u | 6% | 2%
COc1ccc(N2CCN(c3nc4ccccn4c(=O)c3/C=C(\C#N)S(=O)(=O)c3ccccc3)CC2)cc1 | 2% | -3% | -1% | -2% | -7 | -2% | 5% | u | -2% | 8% | -6%

Laid out differently: three of the compounds above.
Molecule	Mito fusion act	TSG101-PTAP inh	Eya2 inh	TCR activator	TSHR antag	Tb PFK block	AT treatment	ELG1 repair inh	Chronic BCR inh	a7 integrin act	ASM inhibitor
COc1cccc(CCNC(=O)CC2C(=O)NCCN2Cc2ccc(Cl)c(F)c2)c1 (stereo not drawn)	5%	-1%	-11%	-1%	-4	2%	1%	9%	-6%	15%	0%
Cc1nn(-c2ccccc2)c(Cl)c1/C=C/C(=O)c1ccccc1	0%	-3%	-6%	3%	-15	0%	17%	u	u	-38%	-4%
C=CCn1c(=N)c(S(=O)(=O)c2ccc(C)c(C)c2)cc2c(=O)n3ccccc3nc21	3%	u	18%	4%	-4	-2%	-3%	10%	8%	13%	24%
